From PubChem BioAssay
G9a block – inhibitors of human histone lysine methyltransferase G9a; G9a H3K9 monomethylation, AlphaScreen, 2 h; Potency, µM (titrated, usually from 102 µM), inactives show at the highest dose activity, negative = inhibition, hits mostly inhibitors; 8.8% of 350,000 active; AID 504332; note: % is set by controls: 0 for no effect and ±100 for the full control effect; nearly all actives have a fitted effect of over 75% in size
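Enzyme 20 nM + cpd, 15 min RT; add b-H3K9 pep 500 nM / SAM 20 uM; 2 h RT; anti-H3K9me1 Ab 0.5 ug/mL + SA donor / anti-rabbit acceptor beads 20 ug/mL each, 10 min; AlphaScreen read.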
BLM inh – blocks DNA unwinding by human BLM helicase | P54132 | recombinant BLM DNA unwinding, fluorescence dequenching | Potency, µM (titrated, usually from 56.1 µM), inactives show at the top dose activity change, negative = inhibition, usual class: inhibitors | 0.2% of 350,000 active | AID 2528;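 note: plate controls were vehicle for no effect and no enzyme for full effect; nearly all actives have a fitted effect of over 35% in size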
JMJD2A Tudor inh – JMJD2A Tudor domain (human) inhibition | O75164 | AlphaScreen JMJD2A-Tudor / H3K4me3 peptide binding | Potency, µM (highest dose often 114 µM), for the others: at the highest dose activity change, negative = inhibition, most hits filed as inhibitors | 4.4% of 390,000 active | AID 504339; note: % is set by controls: 0 for no effect and ±100 for the full control effect; nearly all actives have a fitted effect of over 50% in size
POLI inh – DNA polymerase iota (human) inhibition; Pol iota fluorescent replication assay, 10 min; Potency, µM (titrated, usually from 115 µM), for inactives: at the top dose activity, negative = inhibition, actives largely listed as inhibitors; AID 588590; 1% of 390,000 active; Q9UNA4
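Fluorescent replication assay read twice, at 0 min and 10 min after adding 50 nM (final) substrate. Enzyme (10 nM) and compounds were first incubated 15 min at room temperature; enzyme-free buffer wells were negative controls.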
Tb PGK inh – inhibitors of T. brucei phosphoglycerate kinase; PGK/GAPDH coupled, Kinase-Glo luminescence, 60 min; Potency, µM (top dose mostly 57.5 µM), without a hit: at the top dose activity change, negative = inhibition, actives largely listed as inhibitors; 0.043% of 380,000 active; note: % is set by controls: 0 for no effect and ±100 for the full control effect; nearly all actives have a fitted effect of over 60% in size
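Recombinant glycosomal PGK reaction used 1,3-bisphosphoglycerate generated in-well by GAPDH (100nM final) in 100mM TEA pH 7.6, 5mM MgCl2, 0.01% Tween-20. After 60 minutes at room temperature, ATP was read by Kinase-Glo Plus luminescence end-point.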
GLS inhibitor – glutaminase GLS (human) inhibition; Potency, µM (highest dose often 45.5 µM), for the others: at the highest dose activity change, negative = inhibition, most hits filed as inhibitors; GLS enzymatic activity, qHTS titration; AID 624170; 0.21% of 410,000 active; note: % is set by controls: 0 for no effect and ±100 for the full control effect
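Two-point fluorescence kinetic (t0, 30 min RT) for hKGA; glutamate detected via glutamate oxidase–HRP–Amplex Red. Substrate: 1 mM L-glutamine solution; buffer 45 mM KH2PO4, pH 8.2.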
HP1b chromo inh – inhibitors of HP1-beta chromodomain binding to methylated histone tails | 0.56% of 390,000 active | P83916 | Potency, µM (titrated, usually from 114 µM), without a hit: at the highest dose activity change, negative = inhibition, hits mostly inhibitors | AlphaScreen HP1-beta / biotin-H3K9me3 peptide binding | AID 540317; note: nearly all actives have a fitted effect of over 70% in size; inactives centre near 23
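AlphaScreen: HP1-beta (50 nM) preformed 30 min with biotin-H3(1-18)K9me3 peptide (50 nM) in PBS pH 7.4, 0.01% Tween-20. Compound added for 30 min at RT, then streptavidin donor/nickel chelate acceptor beads (10 ug/mL) for 30 min.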
Pin1 inhibitor – inhibitors of human Pin1; 0.009% of 390,000 active; Pin1 FP peptide displacement, HiFluor488, 10 min; AID 504891; Potency, µM (doses to about 115 µM), for inactives: top-dose activity, negative = inhibition, actives largely listed as inhibitors; active = well fitted inhibition curve with a large enough effect in the polarisation, with a control signal flat, not every such curve was filed as active; inconclusive = small, poorly fitted or top-dose-only effect, or effect the other way, or a change in a side signal; inactive = no such curve, though single readings can be large or run the other way; the % refers to the polarisation; note: % is set by controls: 0 for no effect and ±100 for the full control effect
BAZ2B inh – blocks human BAZ2B | 4.4% of 360,000 active | Potency, µM (doses to about 114 µM), without a hit: top-dose activity change, negative = inhibition, usual class: inhibitors | Q9UIF8 | AlphaScreen BAZ2B-H3K14Ac peptide displacement; note: % is set by controls: 0 for no effect and ±100 for the full control effect; nearly all actives have a fitted effect of over 60% in size
Target sequence (Q9UIF8 whole entry, looked up): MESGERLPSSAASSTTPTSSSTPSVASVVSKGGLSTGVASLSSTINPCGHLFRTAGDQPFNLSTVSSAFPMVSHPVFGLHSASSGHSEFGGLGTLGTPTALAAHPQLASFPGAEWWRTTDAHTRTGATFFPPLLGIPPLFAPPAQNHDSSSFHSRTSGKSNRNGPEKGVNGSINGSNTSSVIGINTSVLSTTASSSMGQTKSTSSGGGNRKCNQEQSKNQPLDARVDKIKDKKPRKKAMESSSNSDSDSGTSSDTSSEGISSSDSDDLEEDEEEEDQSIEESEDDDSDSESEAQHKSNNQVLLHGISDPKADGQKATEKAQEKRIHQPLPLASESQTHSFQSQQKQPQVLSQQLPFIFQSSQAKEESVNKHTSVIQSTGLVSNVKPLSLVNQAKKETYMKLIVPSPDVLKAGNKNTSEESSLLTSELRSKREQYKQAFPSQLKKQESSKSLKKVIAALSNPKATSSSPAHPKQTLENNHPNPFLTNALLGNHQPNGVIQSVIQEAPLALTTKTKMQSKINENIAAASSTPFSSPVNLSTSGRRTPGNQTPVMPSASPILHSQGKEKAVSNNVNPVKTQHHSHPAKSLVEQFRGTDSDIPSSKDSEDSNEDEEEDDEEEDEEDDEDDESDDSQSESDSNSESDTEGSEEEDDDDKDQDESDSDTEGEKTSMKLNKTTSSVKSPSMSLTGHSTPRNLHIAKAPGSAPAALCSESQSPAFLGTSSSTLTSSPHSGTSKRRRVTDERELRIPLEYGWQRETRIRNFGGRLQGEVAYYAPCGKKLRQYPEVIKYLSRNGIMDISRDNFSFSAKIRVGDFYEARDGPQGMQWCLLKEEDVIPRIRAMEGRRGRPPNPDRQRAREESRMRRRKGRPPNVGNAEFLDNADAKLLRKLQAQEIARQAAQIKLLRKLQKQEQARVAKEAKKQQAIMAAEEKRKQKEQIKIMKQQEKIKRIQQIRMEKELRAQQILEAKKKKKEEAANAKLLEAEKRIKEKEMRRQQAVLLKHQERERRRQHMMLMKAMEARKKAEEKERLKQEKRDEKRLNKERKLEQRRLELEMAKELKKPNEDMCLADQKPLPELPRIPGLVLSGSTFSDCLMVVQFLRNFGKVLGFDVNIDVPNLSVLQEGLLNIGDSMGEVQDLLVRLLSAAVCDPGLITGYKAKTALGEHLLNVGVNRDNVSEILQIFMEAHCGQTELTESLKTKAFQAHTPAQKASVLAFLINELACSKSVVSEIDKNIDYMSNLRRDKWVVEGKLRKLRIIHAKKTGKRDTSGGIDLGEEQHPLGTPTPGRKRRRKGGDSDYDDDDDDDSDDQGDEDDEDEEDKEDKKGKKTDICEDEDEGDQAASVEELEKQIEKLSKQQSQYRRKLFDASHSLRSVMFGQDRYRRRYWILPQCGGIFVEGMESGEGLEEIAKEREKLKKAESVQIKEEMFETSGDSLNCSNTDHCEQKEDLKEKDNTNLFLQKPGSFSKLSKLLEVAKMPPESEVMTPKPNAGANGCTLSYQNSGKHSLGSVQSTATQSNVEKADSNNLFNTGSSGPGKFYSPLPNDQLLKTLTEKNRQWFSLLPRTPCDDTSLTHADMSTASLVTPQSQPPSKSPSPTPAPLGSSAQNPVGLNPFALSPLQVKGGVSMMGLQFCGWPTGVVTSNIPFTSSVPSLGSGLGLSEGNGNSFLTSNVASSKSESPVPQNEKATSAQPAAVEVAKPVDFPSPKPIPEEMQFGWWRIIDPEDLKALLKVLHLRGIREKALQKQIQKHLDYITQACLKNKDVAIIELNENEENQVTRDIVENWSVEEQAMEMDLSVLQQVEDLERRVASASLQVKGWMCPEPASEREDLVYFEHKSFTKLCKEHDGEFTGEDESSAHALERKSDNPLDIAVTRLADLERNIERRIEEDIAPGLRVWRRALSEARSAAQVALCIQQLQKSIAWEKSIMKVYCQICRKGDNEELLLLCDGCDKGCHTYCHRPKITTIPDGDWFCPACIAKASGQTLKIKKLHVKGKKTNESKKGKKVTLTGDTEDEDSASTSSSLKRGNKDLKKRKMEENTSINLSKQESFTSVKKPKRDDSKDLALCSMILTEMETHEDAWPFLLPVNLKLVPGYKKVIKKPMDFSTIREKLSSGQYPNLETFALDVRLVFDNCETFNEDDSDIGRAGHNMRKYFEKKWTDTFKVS
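Inhibition is scored as reduced AlphaScreen emission. The BAZ2B/b-H3(5-23)K14Ac complex (50 nM each) in PBS pH 7.4, 0.01% Tween-20 meets compound (up to 110 uM) for 30 min at RT before bead addition.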
Numbers without * were called inactive; i = inactive; ? = inconclusive; / = no result given; [ ] = remark or other dose. Unless noted, calls come from the whole dose curve; as a rule, active = well fitted curve in the direction sought with a large enough effect; inconclusive = small, poorly fitted or top-dose-only effect, or another doubt; inactive = no such curve, though single readings can be large; an effect the other way counts as inactive or inconclusive. Potency is the fitted concentration of half-maximal effect. Only part of the results is shown; the hit share may differ from the screen's.

SMILES | G9a block | BLM inh | JMJD2A Tudor inh | POLI inh | Tb PGK inh | GLS inhibitor | HP1b chromo inh | Pin1 inhibitor | BAZ2B inh
COc1ccccc1NC(=S)N1CCC(C(=O)c2ccc(F)cc2)CC1 | -11%[59 µM] | -1% | -15% | 3% | -15% | -5% | 35% | -2% | -23%
CC(Oc1cc(F)ccc1[N+](=O)[O-])C(=O)N(C)CC(=O)Nc1ccccc1C(F)(F)F (stereo not given) | 12% | -13% | 0% | 24% | -6% | 5% | -7% | 3% | -2%
CCC(=O)N1CCc2cc(S(=O)(=O)N(CC)c3cccc(C)c3)ccc21 | 9%[12.7 µM] | 2% | -16% | 44%[activator] | -1% | 0% | 31% | 5% | 11%
COc1ccc(C(=O)NCc2nnc(SCC(=O)N3CCc4ccccc43)n2C2CCCCC2)cc1 | -19% | -1% | 0% | -6% | 9% | 6% | 32% | ? | -7%
Cc1ccc(C(=O)CC(Nc2ccc(F)cc2)c2ccccc2)cc1 (stereo not given) | 12%[59 µM] | -11% | 0% | 59%[activator] | i | -1% | 22% | 2% | -32%
NC(=O)CSc1ncc(-c2ccc([N+](=O)[O-])cc2)[nH]1 | ? | -11% | -13% | 12% | 0% | 0% | 24% | 3% | -3%
c1ccc(CCNc2nc(-c3ccccn3)nc3ccccc23)cc1 | -28% | -8% | ? | 55%[activator] | -9% | -10% | 34% | 5% | ?
Cc1cc(C)c(NC(=O)CNC(=O)c2ccc3ncsc3c2)c(C)c1 | / | / | -22% | 15% | -6% | -2% | -1% | 9% | /
Cc1ccc(NC(=O)c2ncn(CC(=O)NCc3nc4ccccc4[nH]3)n2)cc1C | / | / | -12% | -20% | -1% | -4% | 40%[activator] | 4% | /
COC(=O)c1ccc(NC(=O)NC(C)c2c(-n3cccc3)sc(C)c2C)cc1 (stereo not given) | 5%[59 µM] | -16% | -29% | -12% | / | 4% | 1% | 24% | ?
Fc1ccc(NC(=S)Nc2cccc3ccccc23)cc1F | -48% | -5% | -6% | 71%[activator] | -8% | -12% | 5% | 4% | -23%
COc1ccc(-c2csc3nc(C(C)C)oc(=O)c23)cc1OC | 10%[59 µM] | -6% | -10%[11.4 µM] | 74%[activator] | 6% | 10% | 25% | -2% | -1%
O=C(c1ccc(Cl)cc1)n1c(NCc2ccccc2)n[nH]c1=S | / | -7% | -4% | 132%[activator] | -8% | 5% | 20% | -5% | -10%
O=Cc1ccc(N2CCCCCC2)cc1 | 9%[59 µM] | -21% | -2% | 1% | -8% | 11% | 19% | 0% | 5%
CCN(CC)c1ccc(C=C(c2nnnn2-c2ccccc2)c2nnnn2-c2ccccc2)cc1 | -6% | 2% | 1% | 103%[activator] | i | -7% | 28% | ? | 2%
CC1(C)Cc2c(sc3c2c(=O)n(-c2cccc(Cl)c2)c(=O)n3CC(N)=O)CO1 | 7% | 2% | -22% | -5% | -3% | -4% | 31% | -1% | 1%
COc1ccc(C(=O)NNC(=O)Cc2nc3nc(C)cc(C)n3n2)cc1 | 0.35µM* | 7% | 9% | -6% | -2% | 22% | 43%[activator] | -6% | -35%
CCC(C)Nc1nc(Cl)nc(NCCOc2ccccc2)n1 (stereo not given) | 14%[59 µM] | -10% | -4% | 108%[activator] | 5% | -12% | 20% | -2% | 6%
CCOc1ccc(N(C)S(=O)(=O)c2ccc(C)c(C(=O)NCc3cccs3)c2)cc1 | -3%[2.33 µM] | / | -17% | -19% | 3% | 5% | 45%[activator] | 4% | 6%
N#Cc1c(C(F)(F)F)cc(Cc2ccccc2)nc1SCC(=O)NCC(=O)O | / | / | 1% | -16%[58.9 µM] | 0% | -24% | 24% | -4% | /
Cc1nc2ccccc2c2oc(C(=O)NCCCN3CCC(C)CC3)cc12 | 14% | 62%[activator] | -6% | -17% | i | 1% | 40%[activator] | 6% | -4%
O=C1C(=O)N(CC2CCCO2)C(c2ccccc2[N+](=O)[O-])/C1=C(/O)c1ccccc1 (stereo not given) | 32µM* | -5% | -31% | 43%[activator] | 2% | 6% | 14% | 5% | ?
CCN(Cc1ccccc1)C(=O)CN1C(=O)NC2(CC(C)CC(C)(C)C2)C1=O (stereo not given) | ? | 2% | 1% | 16% | 4% | 5% | 26% | 1% | -5%
NC(=O)c1ccsc1NC(=O)CCc1ccccc1 | / | -5% | -16% | -2% | -8% | 0% | 30% | 6% | -2%
CCNC(=O)O/N=C1\CCCCC1c1ccc([N+](=O)[O-])cc1[N+](=O)[O-] (stereo not given) | ? | -6% | -34% | -16% | -2% | -7% | 27% | 4% | ?

Remaining list, next part:
SMILES | G9a block | BLM inh | JMJD2A Tudor inh | POLI inh | Tb PGK inh | GLS inhibitor | HP1b chromo inh | Pin1 inhibitor | BAZ2B inh
CC1(C)CC(N=C2C([N+](=O)[O-])=CC=C3C2=NC2(CCCCC2)N3O)CC(C)(C)N1 | / | 1% | -12% | 141%[activator] | -15% | -3% | -10% | 1% | -35%
Cc1ccccc1OCC(=O)Nc1ccc2nc(SCCOc3ccccc3)sc2c1 | 31%[59 µM] | 2% | 3% | 37%[activator] | -1% | 2% | 102%[activator] | 3% | 11%
CCN1CCN(c2ccc(S(=O)(=O)N3CCCCC3)cc2NC(=O)c2cccc(NC(C)=O)c2)CC1 | 50µM* | / | -25% | 21% | -5% | 4% | 5% | 0% | 6%
COC(=O)CC1C(=O)NCCN1C(=S)NC(=O)CCc1ccccc1 (stereo not given) | ? | -5% | -16% | 20% | -2% | 3% | 77%[activator] | -10% | -27%
O=C(NCC1CCCO1)/C(=C\c1cccc([N+](=O)[O-])c1)NC(=O)c1ccccc1 (stereo not given) | -26% | 0% | 6% | 100%[activator] | 0% | 6% | 34% | -2% | -2%
CCOc1ccc(/C=N/O)cc1 | 12%[12.7 µM] | 2% | -19% | ? | -2% | 22% | 24% | 3% | 8%
O=C(N/N=C/c1ccc([N+](=O)[O-])o1)c1cc(-c2ccc(-c3ccccc3)cc2)nc2ccccc12 | -1% | -5% | -34% | ? | -15% | 0% | 12% | -8% | -1%
Cc1ccc(-c2cc(=O)[nH]c(NCc3ccccc3)n2)cc1 | / | / | -8% | ? | -6% | 2% | 0% | 1% | /
Cc1cccc(NC(=O)c2c(C)cc(C)nc2SCC(=O)c2ccccc2)c1 | -8%[59 µM] | -9% | -14% | 6% | -18% | 0% | 12% | 3% | -5%
O=C(CN1CCN(C(=O)N2CCOCC2)CC1)Nc1ccc(Br)cc1 | ? | -8% | -4% | 5% | 1% | 4% | 55%[activator] | 1% | 9%
COc1ccccc1OCC(=O)Nc1cc(Cl)ccc1Oc1ccccc1 | 82%[activator] | -5% | 1% | 11% | 3% | 1% | 10% | 0% | 53%[activator]
CC1=CC2=C(OC1N(C)C)c1cccc3cccc(c13)C2=O (stereo not given) | ? | -7% | ? | -4% | i | -3% | 20% | ? | -37%
FC(F)(F)c1cccc(CON=C2CCN(c3ncc(C(F)(F)F)cc3Cl)CC2)c1 | 202%[activator] | -6% | 78%[activator] | 22% | 5% | 4% | 166% | 5% | 37%[activator]
COC(=O)C1=C(COc2ccccc2)NC(=O)NC1c1ccc2ccccc2c1 (stereo not given) | / | / | -14% | ? | ? | -3% | 36% | 6% | /
CCc1ccc(NC(=S)Nc2cc(OC)c(NC(=O)C(C)C)cc2OC)cc1 | 17%[0.501 µM] | -7% | ? | 119%[activator] | -8% | 31%[activator] | ? | 6% | ?
Cc1cc(CSc2ccccc2)ccc1NC(=O)COc1ccccc1 | 6% | -4% | -2% | 14% | -3% | 9% | 53%[activator] | 0% | 17%
CC(=O)Nc1ccc(C(=O)CSc2cc(C)c3cccc(C)c3n2)cc1 | 29%[59 µM] | 1% | -14% | 13% | -1% | 8% | 16% | ? | 9%
Cc1cccc(-c2csc(NC(=O)c3cnccn3)c2C(=O)OC(C)C)c1 | 23%[2.33 µM] | -2% | -10% | 4% | -10% | 8% | 13% | 23% | -3%
CC(=O)c1ccc(S(=O)(=O)Nc2ccc(-c3ccc4nncn4n3)cc2)cc1 | ? | / | -24% | 50µM* | -9% | 2% | 9% | 7% | ?

No new results follow: entries from further up.
SMILES | G9a block | BLM inh | JMJD2A Tudor inh | POLI inh | Tb PGK inh | GLS inhibitor | HP1b chromo inh | Pin1 inhibitor | BAZ2B inh
FC(F)(F)c1cccc(CON=C2CCN(c3ncc(C(F)(F)F)cc3Cl)CC2)c1 | 202%[activator] | -6% | 78%[activator] | 22% | 5% | 4% | 166% | 5% | 37%[activator]
COC(=O)C1=C(COc2ccccc2)NC(=O)NC1c1ccc2ccccc2c1 (stereo not given) | / | / | -14% | ? | ? | -3% | 36% | 6% | /
CCc1ccc(NC(=S)Nc2cc(OC)c(NC(=O)C(C)C)cc2OC)cc1 | 17%[0.501 µM] | -7% | ? | 119%[activator] | -8% | 31%[activator] | ? | 6% | ?
Cc1cc(CSc2ccccc2)ccc1NC(=O)COc1ccccc1 | 6% | -4% | -2% | 14% | -3% | 9% | 53%[activator] | 0% | 17%
CC(=O)Nc1ccc(C(=O)CSc2cc(C)c3cccc(C)c3n2)cc1 | 29%[59 µM] | 1% | -14% | 13% | -1% | 8% | 16% | ? | 9%
Cc1cccc(-c2csc(NC(=O)c3cnccn3)c2C(=O)OC(C)C)c1 | 23%[2.33 µM] | -2% | -10% | 4% | -10% | 8% | 13% | 23% | -3%
CC(=O)c1ccc(S(=O)(=O)Nc2ccc(-c3ccc4nncn4n3)cc2)cc1 | ? | / | -24% | 50µM* | -9% | 2% | 9% | 7% | ?
